Compound activity as filed in PubChem.
Growth percent in the NCI-60 one-dose screen (48 h, 10 µM unless noted): 100 = growth as untreated, 0 = no growth, -100 = all killed.
M14: M14 melanoma. 80,000 compounds, 6.2% hits
HOP-92: HOP-92 NSCLC cells | 71,000 compounds, 6.3% hits
A549/ATCC: A549/ATCC NSCLC. AID 1794740. 81,000 compounds, 3.7% hits
RPMI-8226: RPMI-8226 leukemia cells; 77,000 compounds, 7.5% hits; AID 1794781
EKVX: EKVX NSCLC | 71,000 compounds, 3% hits
HOP-62: HOP-62 NSCLC. 80,000 compounds, 3.9% hits
CCRF-CEM: CCRF-CEM leukemia | 77,000 compounds, 7% hits
MDA-MB-435: MDA-MB-435 melanoma; AID 1794794; 82,000 compounds, 7.8% hits
* hit, by the source's call; & = joins results of further samples; [ ] = another dose, or the depositor's remark. Rule for the calls: active = growth percent below 10; inactive = the rest.

The first 4 entries as a preview:
How did Nc1ccnn1-c1ccccc1 do in these assays?
M14: 95; HOP-92: 93; A549/ATCC: 99; RPMI-8226: 104; EKVX: 84; HOP-62: 96; CCRF-CEM: 90; MDA-MB-435: 84

Results for O=[N+]([O-])c1ccc(N2COc3ccc4ccccc4c3C2)cc1 ?
M14: 90; HOP-92: 76; A549/ATCC: 97; RPMI-8226: 85; EKVX: 88; HOP-62: 90; CCRF-CEM: 92; MDA-MB-435: 97

Results for COc1ccc(-c2cc(=O)[nH]c3c(OC)c4ccccc4c(OC)c23)cc1 ?
M14: 1.5*; HOP-92: 74; A549/ATCC: 24; RPMI-8226: 4.2*; EKVX: 26; HOP-62: 37; CCRF-CEM: 11; MDA-MB-435: -29*

How did O=c1nc2oc3c(Cl)cc(Cl)cc3cc-2s1 do in these assays?
M14: 86; HOP-92: 86; A549/ATCC: 88; RPMI-8226: 89; HOP-62: 88; CCRF-CEM: 89; MDA-MB-435: 91

Main list, previewed entries included:
How did Nc1ccnn1-c1ccccc1 do in these assays?
M14: 95; HOP-92: 93; A549/ATCC: 99; RPMI-8226: 104; EKVX: 84; HOP-62: 96; CCRF-CEM: 90; MDA-MB-435: 84

Results for O=[N+]([O-])c1ccc(N2COc3ccc4ccccc4c3C2)cc1 ?
M14: 90; HOP-92: 76; A549/ATCC: 97; RPMI-8226: 85; EKVX: 88; HOP-62: 90; CCRF-CEM: 92; MDA-MB-435: 97

Results for COc1ccc(-c2cc(=O)[nH]c3c(OC)c4ccccc4c(OC)c23)cc1 ?
M14: 1.5*; HOP-92: 74; A549/ATCC: 24; RPMI-8226: 4.2*; EKVX: 26; HOP-62: 37; CCRF-CEM: 11; MDA-MB-435: -29*

How did O=c1nc2oc3c(Cl)cc(Cl)cc3cc-2s1 do in these assays?
M14: 86; HOP-92: 86; A549/ATCC: 88; RPMI-8226: 89; HOP-62: 88; CCRF-CEM: 89; MDA-MB-435: 91

How did OCC[C@@H]1C[C@H]1c1ccc2ccccc2c1 do in these assays?
M14: 104; HOP-92: 101; A549/ATCC: 102; RPMI-8226: 107; EKVX: 95; HOP-62: 78; CCRF-CEM: 109; MDA-MB-435: 105

What do the screens show for `O=C(O)CCCN1C(=O)C2C3CCC(C3)C2C1=O` (stereo not drawn)?
M14: 105; HOP-92: 107; A549/ATCC: 104; RPMI-8226: 108; HOP-62: 109; CCRF-CEM: 108; MDA-MB-435: 100

What do the screens show for `O=C(Nc1ccccc1)Nc1ccc(F)cc1`?
M14: 103; A549/ATCC: 90; RPMI-8226: 104; EKVX: 96; HOP-62: 118; CCRF-CEM: 111; MDA-MB-435: 97

What do the screens show for `O=C(CSc1nnc(COc2cnc3ccccc3n2)o1)Nc1ccc(Cl)c(Cl)c1`?
M14: 101; HOP-92: 92; A549/ATCC: 96; RPMI-8226: 88; EKVX: 92; HOP-62: 100; CCRF-CEM: 94; MDA-MB-435: 95

What do the screens show for `CCNC(=O)c1[nH]cc(-c2ccccc2)c1-c1ccccc1OC`?
M14: 103; HOP-92: 106; A549/ATCC: 101; RPMI-8226: 96; EKVX: 98; HOP-62: 98; CCRF-CEM: 98; MDA-MB-435: 102

How did Cc1ncc([N+](=O)[O-])n1CCO do in these assays?
M14: 97&108&84; HOP-92: 93&102&111; A549/ATCC: 94&105&104; RPMI-8226: 104&124&103; EKVX: 104&96&112; HOP-62: 111&103&102; CCRF-CEM: 100&112&98; MDA-MB-435: 98&108&117

What do the screens show for `O=c1[nH]nnc2ccccc12`?
M14: 97; HOP-92: 76; A549/ATCC: 98; RPMI-8226: 99; EKVX: 108; HOP-62: 106; CCRF-CEM: 101; MDA-MB-435: 114

How did Cc1cccc(C)c1/C=C1\CN(C(=O)OC(C)(C)C)C/C(=C\c2c(C)cccc2C)C1=O do in these assays?
M14: 98; HOP-92: 92; A549/ATCC: 95; RPMI-8226: 100; EKVX: 105; HOP-62: 91; CCRF-CEM: 107; MDA-MB-435: 102

What do the screens show for `O=S(=O)(NCCCNc1nccc(-n2cnc3ccccc32)n1)c1cccc(F)c1`?
HOP-92: 88; A549/ATCC: 101; RPMI-8226: 74; EKVX: 93; HOP-62: 94; CCRF-CEM: 84; MDA-MB-435: 93

What do the screens show for `Nc1nc2ccccc2[nH]1`?
M14: 109&100; HOP-92: 99&67; A549/ATCC: 108&103; RPMI-8226: 105&101; EKVX: 105&105; HOP-62: 100&94; CCRF-CEM: 106&97; MDA-MB-435: 111&107

How did Cc1c(Cc2ccccc2)c(=O)oc2c(C)c(OCC(=O)NN3C(=O)CCC3=O)ccc12 do in these assays?
M14: 100; HOP-92: 94; A549/ATCC: 93; RPMI-8226: 90; EKVX: 95; CCRF-CEM: 91; MDA-MB-435: 107

Results for CN(C)c1ccc(/C=C(\C#N)c2nc3ccccc3s2)cc1 ?
M14: 110; HOP-92: 104; A549/ATCC: 105; RPMI-8226: 111; EKVX: 89; HOP-62: 116; CCRF-CEM: 82; MDA-MB-435: 89

Results for CCn1cc(-c2ccnc(NCCNS(=O)(=O)c3cccc4ccccc34)c2)c(-c2cccc(O)c2)n1 ?
M14: 103; HOP-92: 80; A549/ATCC: 103; RPMI-8226: 74; EKVX: 97; HOP-62: 113; CCRF-CEM: 95; MDA-MB-435: 96

What do the screens show for `Fc1ccc(C2Nc3ccccc3-n3cccc32)cc1` (stereo not drawn)?
M14: 112; HOP-92: 101; A549/ATCC: 89; RPMI-8226: 96; EKVX: 78; HOP-62: 94; CCRF-CEM: 97; MDA-MB-435: 104

How did CN1C(=O)N(C)C2NC(N/N=C/c3ccccc3O)=NC21 (stereo not drawn) do in these assays?
M14: 97; HOP-92: 102; A549/ATCC: 101; RPMI-8226: 147; EKVX: 97; HOP-62: 101; MDA-MB-435: 97

What do the screens show for `CC(=O)c1c(OC(C)C(=O)O)ccc2ccccc12` (stereo not drawn)?
M14: 104; HOP-92: 101; A549/ATCC: 96; RPMI-8226: 109; HOP-62: 95; CCRF-CEM: 100; MDA-MB-435: 97

2 neighbouring compounds already listed:
What do the screens show for `Nc1nc2ccccc2[nH]1`?
M14: 109&100; HOP-92: 99&67; A549/ATCC: 108&103; RPMI-8226: 105&101; EKVX: 105&105; HOP-62: 100&94; CCRF-CEM: 106&97; MDA-MB-435: 111&107

How did Cc1c(Cc2ccccc2)c(=O)oc2c(C)c(OCC(=O)NN3C(=O)CCC3=O)ccc12 do in these assays?
M14: 100; HOP-92: 94; A549/ATCC: 93; RPMI-8226: 90; EKVX: 95; CCRF-CEM: 91; MDA-MB-435: 107

Going on with the list.
What do the screens show for `CCOP(=O)(OCC)c1nc(-c2ccccc2)oc1N1CCCCC1`?
M14: 110; HOP-92: 113; A549/ATCC: 97; RPMI-8226: 100; EKVX: 94; HOP-62: 108; CCRF-CEM: 113; MDA-MB-435: 102

How did COc1ccc2c(c1)C(=O)/C(=C/c1ccc([N+](=O)[O-])o1)O2 do in these assays?
M14: -64*; A549/ATCC: -5.3*; RPMI-8226: -3.1*; HOP-62: -45*; CCRF-CEM: 3.5*; MDA-MB-435: -72*

What do the screens show for `CC(C)(C)C1CCc2[nH]c(=O)c(C#N)c(C#N)c2C1` (stereo not drawn)?
M14: 104; HOP-92: 93; A549/ATCC: 95; RPMI-8226: 102; EKVX: 98; HOP-62: 103; CCRF-CEM: 97; MDA-MB-435: 102

What do the screens show for `CCCCCCCCCCCCCCCCCCCC(=O)N[C@H]1CCC2(C)C(C1)C[C@@H](O)C1C2C[C@H](O)C2(C)C1CC[C@@H]2[C@H](C)CCC(=O)O` (stereo partly drawn)?
M14: 97; A549/ATCC: 96; RPMI-8226: 99; EKVX: 114; HOP-62: 110; CCRF-CEM: 80; MDA-MB-435: 106

How did Cc1coc(NS(=O)(=O)c2ccc(N=Nc3ccc(O)c4ncccc34)cc2)c1C do in these assays?
M14: 93; A549/ATCC: 100; RPMI-8226: 94; HOP-62: 114; CCRF-CEM: 83; MDA-MB-435: 95

What do the screens show for `CCOC(=O)c1c(C)nc2ccccc2c1/C=C/c1ccc(C(F)(F)F)cc1`?
M14: 83; HOP-92: 80; A549/ATCC: 59; RPMI-8226: 50; EKVX: 63; HOP-62: 85; CCRF-CEM: 77; MDA-MB-435: 73

What do the screens show for `COc1ccc2c(CCNC(=O)c3nnn(-c4ccc(F)cc4)c3C)c[nH]c2c1`?
HOP-92: 77; A549/ATCC: 84; RPMI-8226: 95; EKVX: 98; HOP-62: 85; CCRF-CEM: 94; MDA-MB-435: 104

How did NC(=O)SCC(=O)Nc1ccccc1-c1ccccc1 do in these assays?
M14: 98; A549/ATCC: 92; RPMI-8226: 100; EKVX: 121; HOP-62: 116; CCRF-CEM: 103; MDA-MB-435: 109

How did CCCCCCCCN1COCC(COc2ccccc2C)OC1 (stereo not drawn) do in these assays?
M14: 103; HOP-92: 79; A549/ATCC: 101; RPMI-8226: 93; EKVX: 94; HOP-62: 106; CCRF-CEM: 90; MDA-MB-435: 105

Results for O=C(Nc1ccccc1N1CCCC1=O)c1oc2ccc(F)cc2c1-c1cnn(-c2ccccc2)c1 ?
M14: 78[50 µM]; HOP-92: 29[50 µM]; A549/ATCC: 37[50 µM]; RPMI-8226: 32[50 µM]; EKVX: 58[50 µM]; HOP-62: 55[50 µM]; CCRF-CEM: 57[50 µM]; MDA-MB-435: 62[50 µM]

What do the screens show for `Cc1ccccc1C(=O)NNC(=O)c1ccccc1`?
M14: 107; HOP-92: 74; A549/ATCC: 96; RPMI-8226: 101; EKVX: 104; HOP-62: 102; CCRF-CEM: 93; MDA-MB-435: 115

How did O=C(Cl)c1ccccc1C(=O)Cl do in these assays?
M14: 110; A549/ATCC: 101; RPMI-8226: 112; HOP-62: 105; MDA-MB-435: 106

What do the screens show for `NC(=S)N/N=C/c1ccc(F)cc1`?
M14: 99; HOP-92: 105; A549/ATCC: 97; RPMI-8226: 109; EKVX: 92; HOP-62: 120; CCRF-CEM: 99; MDA-MB-435: 111

How did CC(C)NNC(=O)c1ccccc1 do in these assays?
M14: 101; HOP-92: 99; A549/ATCC: 101; RPMI-8226: 110; EKVX: 97; HOP-62: 106; CCRF-CEM: 106; MDA-MB-435: 106

How did O=C(N/N=C/c1ccc(Br)cc1)c1cc(-c2nc3ccccc3[nH]2)nc2ccccc12 do in these assays?
M14: 102; HOP-92: 93; A549/ATCC: 97; RPMI-8226: 79; EKVX: 87; HOP-62: 101; CCRF-CEM: 91; MDA-MB-435: 95

Results for c1nc(NCC2CCCO2)cc(Nc2ccc(OCCN3CCCC3)cc2)n1 (stereo not drawn) ?
M14: 106; HOP-92: 105; A549/ATCC: 105; RPMI-8226: 106; EKVX: 98; HOP-62: 92; CCRF-CEM: 107; MDA-MB-435: 104

What do the screens show for `Cc1ccc(C(=N)c2ccccc2Cc2cccc3ccccc23)c(C)c1`?
M14: 98; HOP-92: 78; A549/ATCC: 75; RPMI-8226: 76; EKVX: 48; HOP-62: 106; CCRF-CEM: 78; MDA-MB-435: 82

What do the screens show for `COc1ccc(-c2cn(Cc3ccc4c(Br)cc(Br)c(O)c4n3)nn2)cc1`?
M14: 83; HOP-92: 80; A549/ATCC: 99; RPMI-8226: 67; EKVX: 84; HOP-62: 98; CCRF-CEM: 74; MDA-MB-435: 89

How did COc1cc(OC)c(/C=C/C(=O)c2c(O)cc(OC)c(C3CCN(C)CC3)c2OC)c(OC)c1 do in these assays?
M14: -93*; HOP-92: -12*; A549/ATCC: -61*; RPMI-8226: -45*; EKVX: 23; HOP-62: -96*; CCRF-CEM: -19*; MDA-MB-435: -88*

How did COc1cc(-c2nc3sccn3c2-c2ccnc(SC)n2)ccc1F do in these assays?
M14: 104; HOP-92: 34; A549/ATCC: 91; RPMI-8226: 87; EKVX: 93; HOP-62: 94; CCRF-CEM: 84; MDA-MB-435: 98

How did Clc1ccc2c(N3CCN(c4ccnc(Cl)n4)CC3)ccnc2c1 do in these assays?
M14: 95; HOP-92: 77; A549/ATCC: 77; RPMI-8226: 71; HOP-62: 97; CCRF-CEM: 87; MDA-MB-435: 78

What do the screens show for `O=CNc1ccc2c3c(cccc13)CC2`?
M14: 102; HOP-92: 84; A549/ATCC: 90; RPMI-8226: 98; EKVX: 79; HOP-62: 88; CCRF-CEM: 100; MDA-MB-435: 105

What do the screens show for `COc1ccccc1OS(=O)(=O)c1ccc(C)cc1`?
M14: 97; HOP-92: 104; A549/ATCC: 97; RPMI-8226: 102; EKVX: 100; HOP-62: 102; CCRF-CEM: 109; MDA-MB-435: 103

How did ClC(Cl)(Cl)C(=NNc1ccccc1)C(Cl)(Cl)Cl do in these assays?
M14: 103; HOP-92: 81; A549/ATCC: 104; RPMI-8226: 104; EKVX: 100; HOP-62: 98; CCRF-CEM: 106; MDA-MB-435: 109

Results for CCOC(=O)C1=C(N)N(c2ccc(Cl)cc2)C2=C(C(=O)CC(C)(C)C2)C1c1ccccc1Br (stereo not drawn) ?
M14: 76; HOP-92: 87; A549/ATCC: 69; RPMI-8226: 32; EKVX: 75; HOP-62: 109; CCRF-CEM: 67; MDA-MB-435: 92

What do the screens show for `CCCCCCCCCCCC(=O)NCC(=O)O`?
M14: 103; HOP-92: 98; A549/ATCC: 96; RPMI-8226: 98; EKVX: 100; HOP-62: 103; CCRF-CEM: 81; MDA-MB-435: 103

What do the screens show for `CCOC(=O)c1cn2c3c(cccc3c1=O)C(=O)/C(=C/c1ccc(F)cc1)C2`?
M14: 105; HOP-92: 65; A549/ATCC: 92; RPMI-8226: 92; EKVX: 105; HOP-62: 80; CCRF-CEM: 92; MDA-MB-435: 103

What do the screens show for `COc1cc(-c2csc(NC(=O)Nc3ccc(F)cc3F)n2)cc(OC)c1OC`?
M14: 77; HOP-92: 41; A549/ATCC: 71; RPMI-8226: 40; EKVX: 77; HOP-62: 79; CCRF-CEM: 38; MDA-MB-435: 53

How did O=C(O)c1cc(N=Nc2ccc(-c3ccc(N=Nc4c(S(=O)(=O)O)cc5ccc(Nc6ccccc6)cc5c4O)cc3)cc2)ccc1O do in these assays?
M14: 106; HOP-92: 114; A549/ATCC: 104; RPMI-8226: 104; EKVX: 101; HOP-62: 95; CCRF-CEM: 101; MDA-MB-435: 106

Random draw from the library; 13% or so of the library scored in one or more.
